KCNQ1 block: blocks the human KCNQ1 potassium channel; hit rate 1.3% among 310,000; B-score at 10 µM; P51787; CHO-K1 KCNQ1, FluxOR thallium flux fluorescence; active compounds read high; AID 2642;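 active = compounds whose thallium flux B-score, printed positive for inhibition, exceeds three library SD while starting fluorescence stays within three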;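 note: channel opened by potassium depolarization with thallium stimulus after 20 min compound exposure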
HDAC3 inh: inhibitors of human histone deacetylase 3; O15379; hit rate 0.15% among 320,000; inhibition, % at 8.3 µM; recombinant HDAC3, fluorogenic peptide/trypsin coupled, fluorescence; in the data active = inhibition above about 26%, passing the limit was not always enough; inconclusive = no clear call, values can overlap the other calls
RGS4 block: human RGS4 inhibition. P49798. HEK293 M3R/RGS4 inducible, Fluo-4 calcium flux; active compounds read high; triggered by carbachol at its EC20. B-score at 10 µM. hit rate 0.45% among 310,000. AID 463165;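 active = B-score, a plate-corrected calcium signal, over three deviations above library mean, with baseline fluorescence within five deviations of library mean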;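 note: RGS4 expression induced by doxycycline in cells with stable M3 receptor; B-score is computed from the integrated fluorescence ratio over baseline after carbachol; higher B-score means a larger calcium signal and so more RGS4 inhibition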
ANO1 block: mouse TMEM16A channel inhibition, primary screen; Q8BHY3; HEK293 TMEM16A/YFP iodide influx fluorescence, ionomycin; normalized B-score (activity score, 25-100; higher = stronger inhibition) at 10 µM; hit rate 1.2% among 310,000; AID 588511;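 active = ratio plate-corrected score three or more library SD toward inhibition, starting fluorescence score within five deviations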;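 note: score derived from kinetic fluorescence span divided by baseline fluorescence per well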
Target sequence (Q8BHY3 whole entry, looked up): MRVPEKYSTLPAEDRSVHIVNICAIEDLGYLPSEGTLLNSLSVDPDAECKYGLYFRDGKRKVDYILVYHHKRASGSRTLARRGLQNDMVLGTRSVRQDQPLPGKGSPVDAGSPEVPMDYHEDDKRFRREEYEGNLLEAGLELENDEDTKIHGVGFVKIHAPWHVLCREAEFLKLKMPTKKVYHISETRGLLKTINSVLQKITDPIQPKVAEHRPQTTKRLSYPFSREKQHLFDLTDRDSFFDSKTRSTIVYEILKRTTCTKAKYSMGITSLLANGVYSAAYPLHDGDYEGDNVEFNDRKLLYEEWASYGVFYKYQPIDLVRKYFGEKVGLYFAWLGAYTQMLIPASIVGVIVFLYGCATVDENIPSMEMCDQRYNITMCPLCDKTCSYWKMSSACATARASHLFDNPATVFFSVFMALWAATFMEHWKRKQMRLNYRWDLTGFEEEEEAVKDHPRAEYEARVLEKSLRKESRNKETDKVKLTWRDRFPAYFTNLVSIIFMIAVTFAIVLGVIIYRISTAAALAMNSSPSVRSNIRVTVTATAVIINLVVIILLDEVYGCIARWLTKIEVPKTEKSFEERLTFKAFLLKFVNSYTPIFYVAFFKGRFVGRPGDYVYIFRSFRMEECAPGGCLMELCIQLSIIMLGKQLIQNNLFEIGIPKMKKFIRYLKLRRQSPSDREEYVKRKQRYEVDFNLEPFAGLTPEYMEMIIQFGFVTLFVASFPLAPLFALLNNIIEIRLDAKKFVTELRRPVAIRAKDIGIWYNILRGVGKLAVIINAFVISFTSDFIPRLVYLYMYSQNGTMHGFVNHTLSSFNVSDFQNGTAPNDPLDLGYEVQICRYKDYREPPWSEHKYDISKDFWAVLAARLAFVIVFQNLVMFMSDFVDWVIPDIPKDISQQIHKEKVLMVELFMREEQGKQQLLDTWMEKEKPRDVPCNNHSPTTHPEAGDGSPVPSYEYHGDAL
KCNK3 block: human KCNK3 channel inhibition, primary screen; O14649; CHO-KCNK3 thallium flux, FluxOR fluorescence; active compounds read low; B-score at 10 µM; hit rate 0.84% among 340,000; AID 602410;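 active = B-score under library mean minus 4 SD, starting fluorescence ratio at most library mean plus 5 SD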;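 note: more negative B-score means stronger inhibition of thallium flux through KCNK3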
KCNK9 inh: blocks the human KCNK9 two-pore domain potassium channel; hit rate 1.2% among 310,000; HEK293 KCNK9, FluxOR thallium flux fluorescence; active compounds read low; AID 488922; Q9NPC2; B-score at 10 µM;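 active = ratio B-score over 3 SD below the library mean, with starting fluorescence within 5 SD of its mean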;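 note: negative B-score means less thallium flux so channel inhibition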
hERG protect: shields human hERG channel from block by proarrhythmic agents | AID 1511 | activation (rescue from dofetilide block), less the hit threshold, % at 10 µM | hit rate 0.51% among 310,000 | CHO-hERG, FluxOR thallium flux, dofetilide IC70 present | Q12809;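 active = activation above the mean of controls blocked by dofetilide plus 5 SD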;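 note: thallium influx through hERG after potassium depolarization seen as dye fluorescence rise; in these data hits start at about 4.7%; inactives centre near -7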
TMEM16A act: activates or potentiates the mouse TMEM16A chloride channel. hit rate 0.3% among 340,000. Q8BHY3. B-score at 10 µM. HEK293 TMEM16A/YFP-H148Q/I152L, iodide quench fluorescence; active compounds read low;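 active = fluorescence-ratio B-score plate-corrected deviation score at least 3 library SD below zero, with starting fluorescence score within 5 deviations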;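 note: channel opened by trigger with iodide after compound preincubation; score built on the fluorescence ratio of max minus min over baseline; more negative score means more quench and so TMEM16A activation or potentiation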
RGS4 act: potentiators or activators of RGS4; AID 463111; hit rate 0.92% among 310,000; HEK293 M3R/inducible RGS4, carbachol calcium flux Fluo4; active compounds read low; B-score at 10 µM;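 active = B-score of the integrated calcium signal more than 4 SD below the library mean, with starting fluorescence not abnormally high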;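 note: negative B-score means reduced calcium response which marks RGS4 activation or potentiation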
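test system = M3R-expressing HEK293 line, RGS4 induced by doxycycline | probe or stimulus = carbachol at ECmax as muscarinic agonist stimulus | timing = dye loading 30 min 37 °C, buffer rest 30 min RT | signal = calcium dye Fluo4 fluorescence | evaluation = B score from integrated fluorescence ratio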
KCNQ1 pot: potentiates or activates the human KCNQ1 potassium channel; hit rate 0.35% among 310,000; P51787; B-score at 10 µM; CHO-K1 KCNQ1, thallium flux FluxOR fluorescence; active compounds read high;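 active = fluorescence ratio B-score, a plate-corrected score, at least three library SD, with initial intensity B-score within 5 SD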
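System: CHO-K1 cells stably expressing KCNQ1 / Medium: assay buffer for compound exposure, DMSO matched across wells / Reagent: thallium- and potassium-containing depolarizing buffer / Compound: one concentration, matched DMSO / Incubation: 20 min compound pretreatment at room temperature / Measured by: kinetic FluxOR fluorescence, 10 s baseline plus 110 s post-stimulus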
SKKanGAS inh: inhibitors of SKKanGAS S. pyogenes growth in kanamycin (SK-promoter or general growth effect); BacTiter-Glo, 6 h; inhibition, % at 7.5 µM; hit rate 1.3% among 300,000;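 active = mean replicate score, as percent of positive control median, at least 50; inconclusive = mean below 50 but one replicate at or above 50; inactive = mean and every replicate below 50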;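 note: strain carries kanamycin resistance gene driven by streptokinase promoter and grows in 40 µg/ml kanamycin; loss of luminescence reflects streptokinase promoter inhibition or plain growth inhibition; 0% = median of DMSO wells and 100% = positive control at its reference dose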
Numbers without * were called inactive; i = inactive; ? = inconclusive; . = no result given.

SMILES	KCNQ1 block	HDAC3 inh	RGS4 block	ANO1 block	KCNK3 block	KCNK9 inh	hERG protect	TMEM16A act	RGS4 act	KCNQ1 pot	SKKanGAS inh
Cc1cc2nc(CN(C)Cc3c(C(=O)N(C)C)nc4ccc(Cl)cn34)[nH]c2cc1C	i	3	i	i	i	i	-10	i	i	i	4
COc1ccc(C(=O)N/N=C(\c2ccccc2)c2ccccn2)cc1	i	4	i	i	i	i	-5	i	i	i	-6
OC(CNc1nc(C(F)(F)F)nc2ccccc12)c1ccccc1 (stereo not given)	i	3	i	i	-13*	-12*	-10	i	i	i	-1
CC(=O)C1=C(C)N(c2ccccc2)C(=O)C1(NS(=O)(=O)c1ccc(N)cc1)C(F)(F)F (stereo not given)	i	3	i	i	i	i	-6	i	i	i	-3
CC(=O)Nc1ccc(O)cc1[N+](=O)[O-]	i	3	i	i	i	i	-3	i	i	i	1
O=C(NC1CC1)C1=C[C@@H](c2csc3ccccc23)C[C@@H](OCc2ccc(CO)cc2)O1	i	-1	i	i	i	i	-12	i	i	i	9
CC(C)N(c1ccccc1)c1ccc(NC(=S)NCCN(C)C)cc1	i	3	i	i	i	i	-18	i	i	i	4
O=C(Nc1cccc(S(=O)(=O)N2CCCC2)c1)c1ccc2ccccc2n1	i	-3	i	i	i	i	-15	i	i	i	2
COc1cc(NC2c3ccccc3C(=O)N2Cc2ccccc2)cc(OC)c1OC (stereo not given)	i	6	i	i	i	i	-8	i	i	i	-5
O=C(CN(C(=O)CCC(=O)Nc1nccs1)c1ccc(F)cc1)NCC1CCCO1 (stereo not given)	i	-1	i	i	i	i	-6	i	i	i	-17
CCN1CCN(c2ccc(S(=O)(=O)N3CCCCC3)cc2NC(=O)Cc2c(F)cccc2Cl)CC1	i	-3	i	i	i	i	-12	i	i	i	0
Cc1ccccc1-n1nc2c(c1NC(=O)C(C)C)CS(=O)(=O)C2	i	1	i	i	i	i	-4	i	i	i	1
CCOc1ccc(S(=O)(=O)N2CCC(c3ccccc3)CC2)cc1C(=O)O	i	-5	i	i	i	i	-3	i	i	i	-4
COc1cc(C(=O)NC(=S)Nc2nc(-c3ccc(F)cc3)cs2)cc(OC)c1OC	i	4	i	i	i	i	-4	i	i	i	-6
COCN(C#N)c1nc(OC)nc(OC)n1	i	3	i	i	i	i	-3	i	i	i	-3
CC(C)(C)C(=O)COC(=O)c1cc(-c2ccncc2)nc2ccccc12	7*	1	i	i	i	i	-18	i	i	i	-15
COc1ccc(C2C(C#N)=C(N)N(N(C)C)C3=C2C(=O)CCC3)cc1 (stereo not given)	i	-2	i	i	i	i	-9	i	i	i	0
CCCCC(CC)C(=O)Nc1ccc(Cl)cn1 (stereo not given)	i	4	i	i	i	i	-1	i	i	i	-3
CCCc1cc(=O)oc2cc(OCC(=O)Nc3ccc4c(c3)OCCO4)ccc12	i	2	i	i	i	i	-3	i	i	i	-5
CN(CCN1CCOCC1)Cc1nc(-c2cccs2)no1	i	-8	i	i	i	i	-10	i	i	i	-8
COc1ccc([N+](=O)[O-])cc1N(CC(=O)N1CCCCC1)S(C)(=O)=O	i	0	i	i	i	i	-9	i	i	i	13
O=C(c1cccnc1)c1cccnc1	i	.	i	i	i	i	-4	i	i	i	1
Cc1ccccc1OCC(=O)Nc1ccc(S(=O)(=O)Nc2onc(C)c2C)cc1	i	11	i	i	i	i	-2	i	i	i	7
O=C(Nc1ccccn1)c1cccc(S(=O)(=O)N2CCOCC2)c1	i	-3	i	i	i	i	-11	i	i	i	1
O=C(c1ccco1)N1N=C(c2ccc(Cl)cc2)CC1c1ccco1 (stereo not given)	i	1	i	i	i	i	-8	i	i	i	14
(further entries)
SMILES	KCNQ1 block	HDAC3 inh	RGS4 block	ANO1 block	KCNK3 block	KCNK9 inh	hERG protect	TMEM16A act	RGS4 act	KCNQ1 pot	SKKanGAS inh
Cc1ccnc(NC(=O)Cn2c(=O)oc3cc(S(=O)(=O)N4CCCC4)ccc32)c1	i	4	i	i	i	i	-7	i	i	i	-4
CC(=O)c1ccc(S(=O)(=O)NCc2cccnc2)cc1	i	-24	i	i	i	i	-15	i	i	i	-4
CCOC(=O)c1oc2c(O)c(O)ccc2c(=O)c1-c1nncn1-c1ccccc1	i	4	i	i	i	i	-9	i	i	i	-3
COc1ccc(NC(=O)CN(C)C(=O)CCCNC(=O)c2ccc(Cl)cc2)cc1	i	-8	i	i	i	i	-16	i	i	i	-1
COc1cc(C2C(C#N)=C(N)OC3=C2C(=O)CC(C)(C)C3)ccc1OCCN1CCOCC1 (stereo not given)	i	4	i	i	i	i	-7	i	i	i	5
COc1ccc(Nc2nnc(-c3ccc(C(N)=O)cc3)c3ccccc23)cc1	i	4	i	i	i	i	-4	i	i	i	7
CCN1C(=O)CC(N2CCN(c3ccc(Cl)cc3)CC2)C1=O (stereo not given)	i	-2	i	i	i	i	-12	i	i	i	-10
COc1cc(C(=O)OCC(=O)N2CCOCC2)c([N+](=O)[O-])cc1OC	i	-1	i	i	i	i	-3	i	i	i	-6
S=C(NNC(=S)Nc1ccccc1)Nc1ccccc1	i	4	i	i	i	i	-3	i	i	i	-13
O=C(c1ccc2c(c1)OCCO2)N1CCN(Cc2ccccc2)CC1	i	1	i	i	i	i	-5	i	i	i	-1
CC(C)Cn1c(=O)c2ccccc2n2c(SCC(=O)N3c4ccccc4CC3C)nnc12 (stereo not given)	i	0	i	i	i	i	-5	i	i	i	2
O=C(O)COc1ccccc1/C=N/Nc1ccc(S(=O)(=O)Nc2ccc(Cl)cc2)cc1[N+](=O)[O-]	i	?	i	i	i	i	-22	i	i	i	33
CC(Oc1ccc(Cl)cc1Cl)C(=O)NNC(=O)c1ccncc1 (stereo not given)	i	1	i	i	i	i	-19	i	i	i	-1
CCCCOc1ccc(N=Cc2cccs2)cc1	i	.	i	i	i	i	-13	i	i	i	4
Cc1cc2c(cc1C)/C(=C\C(N)=O)NC(C)(C)C2	i	-6	i	i	i	i	-10	i	i	i	-3
COc1ccc(NC(=O)CSc2nc(N)c3cc4c(nc3n2)CCCC4)c(OC)c1	i	3	i	i	i	i	-10	i	i	i	9
Cc1nc(NC(=S)NC(=O)c2ccco2)sc1C(=O)N(C)C	i	-5	i	i	i	i	-3	i	i	i	35
Cc1csc2sc(-c3ccnc(SCC(=O)NCc4ccccc4)n3)c(C)c12	i	1	i	i	i	-9.2*	-10	i	i	i	18
CN(C(=O)c1coc(=O)c2ccccc12)c1ccccc1Cl	i	1	i	i	i	i	-3	i	i	i	2
CCOCC(=O)Nc1nnc(Cc2ccc(OC)cc2)s1	i	0	i	i	i	i	-4	i	i	i	-1
O=C1CCCC2=C1C(c1ccsc1)CC(=O)N2c1ccccc1F (stereo not given)	i	3	i	i	i	i	-10	i	i	i	-2
CC(OC(=O)c1cc2sccc2n1C)C(=O)NCc1ccc(F)cc1 (stereo not given)	i	-9	i	i	i	i	-8	i	i	i	-3
Cc1ccc(F)c(Oc2cc(NN3CCCCC3)c([N+](=O)[O-])cc2[N+](=O)[O-])c1	i	8	i	i	i	-7.3*	-9	i	-7.4*	i	3
COc1ccc2nc(Nc3nc(CSc4nnnn4-c4ccccc4)cc(=O)[nH]3)nc(C)c2c1	i	-2	i	i	i	i	-17	i	i	i	24
COCCCN1CC(=O)N2C(c3ccc(OC)c(OC)c3)c3[nH]c4ccccc4c3C[C@H]2C1=O (stereo not given in full)	i	-2	i	i	i	i	-5	i	i	i	8
Next records
SMILES	KCNQ1 block	HDAC3 inh	RGS4 block	ANO1 block	KCNK3 block	KCNK9 inh	hERG protect	TMEM16A act	RGS4 act	KCNQ1 pot	SKKanGAS inh
Cc1[nH]c2ccccc2c1/C=N/Nc1nncn1N	i	4	i	i	i	i	-16	i	i	i	5
CC(=O)N(C)c1ccc(NC(=S)Nc2ccccc2)cc1	i	-1	i	i	i	i	-4	i	i	i	-12
O=C1CC(Sc2nnnn2-c2ccccc2)C(=O)N1c1cccc(Cl)c1 (stereo not given)	i	-10	i	i	i	i	-2	i	i	i	0
O=C(NCc1ccccc1)C1COc2ccccc2O1 (stereo not given)	i	3	i	i	i	i	-7	i	i	i	1
O=C(Nc1ncnc2c1CCC2)C12CC3CC(CC(C3)C1)C2	i	1	i	i	i	i	-2	i	i	i	-2
COc1ccc(/C=C2\S/C(=N/S(=O)(=O)c3cccs3)NC2=O)cc1	i	11	i	i	i	i	-10	i	i	i	6
CC(CC(=O)N1CCN(c2ccccc2)CC1)S(=O)(=O)c1ccc2c(c1)NC(=O)CS2 (stereo not given)	i	-2	i	i	i	i	-12	i	i	i	-13
CN(C)/C(=N\S(=O)(=O)c1ccccc1)c1ccccc1	i	?	i	i	i	i	1	i	i	i	2
COc1ccc(N2CC(NC(=O)NC(C)(C)C)CC2=O)cc1 (stereo not given)	i	2	i	i	i	i	-2	i	i	i	-7
CCCNS(=O)(=O)c1ccc(CCC(=O)N2CCN(c3ccc(OC)cc3)CC2)cc1	i	.	i	i	i	i	-3	i	i	i	-7
CSC1=NCCCN1C(=O)c1c(-c2ccccc2Cl)noc1C	i	-9	i	i	i	i	-11	i	i	i	-5
O=C(/C=C/c1ccc(-c2ccccc2[N+](=O)[O-])o1)c1ccc(F)cc1	i	0	i	i	i	i	-19	i	i	i	-11
CC(C)(C)C1CCc2onc(C(=O)Nc3cnn(Cc4ccc(F)cc4)c3)c2C1 (stereo not given)	i	-2	i	i	i	i	-6	i	i	i	4
CC(=O)Nc1ccc(NS(=O)(=O)c2cn(C)c(=O)n(C)c2=O)cc1	i	.	i	i	i	i	-12	i	i	i	1
CC(=O)Oc1ccc(C(=O)NCc2ccc3c(c2)OCO3)cc1	i	4	i	i	i	i	-11	i	i	i	-3
COc1cc(-c2nc(CN(C)C(C)c3ccncn3)c(C)o2)ccc1F (stereo not given)	i	1	i	i	i	i	-7	i	i	i	15
CC/C(=N\NC(C)=O)c1ccc(OC(F)F)cc1	i	2	i	i	.	i	-8	.	i	i	-4
Cc1cccc(-c2nc(C#N)c(N3CCCCCC3)o2)c1	i	-9	i	i	i	i	-13	i	i	i	-8
Cc1ccc(S(=O)(=O)N2CCC(O)(c3cccnc3)CC2)cc1	i	1	i	i	i	i	-7	i	i	i	-6

Hits appear at their usual frequency; about 6.3% have a hit in one of these screens.
